TDP43 rescue = qHTS of TDP-43 Inhibitors | TDP-43 expressing yeast growth rescue, BacTiter-Glo, 24 h | Potency, µM (doses to about 46.1 µM), for inactives: at the highest dose growth rescue (activation), usual class: activators | 410,000 tested, 1.8% active; further: potency means the concentration at half of the fitted maximal effect; % of control where 0% means no effect; nearly all actives have a fitted effect of over 50% in size
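In this qHTS, compounds that restore growth of yeast expressing TDP-43 appear as activators. Cells (OD600=0.02, galactose medium, raffinose-pregrown) are incubated with compound 24 hr at 30 deg C and growth is quantified by BacTiter-Glo.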
PTHR1 ag = qHTS for PTHR1 Agonists: Primary Screen; Parathyroid hormone/parathyroid hormone-related peptide receptor (Homo sapiens), Q03431; HEK293 GP2 PTHR1 cells, GloSensor cAMP luminescence, 1 h; Potency, µM (titrated, usually from 115 µM), for the others: at the highest dose activation, most hits filed as activators; 410,000 tested, 0.075% active; AID 743266, 2014; further: potency means the concentration at half of the fitted maximal effect; nearly all actives have a fitted effect of over 55% in size; some results filed as inactive show a strong effect at the top dose; inactives centre near -15; many of its hits are not listed in these tables
Target sequence (Q03431 whole entry, looked up): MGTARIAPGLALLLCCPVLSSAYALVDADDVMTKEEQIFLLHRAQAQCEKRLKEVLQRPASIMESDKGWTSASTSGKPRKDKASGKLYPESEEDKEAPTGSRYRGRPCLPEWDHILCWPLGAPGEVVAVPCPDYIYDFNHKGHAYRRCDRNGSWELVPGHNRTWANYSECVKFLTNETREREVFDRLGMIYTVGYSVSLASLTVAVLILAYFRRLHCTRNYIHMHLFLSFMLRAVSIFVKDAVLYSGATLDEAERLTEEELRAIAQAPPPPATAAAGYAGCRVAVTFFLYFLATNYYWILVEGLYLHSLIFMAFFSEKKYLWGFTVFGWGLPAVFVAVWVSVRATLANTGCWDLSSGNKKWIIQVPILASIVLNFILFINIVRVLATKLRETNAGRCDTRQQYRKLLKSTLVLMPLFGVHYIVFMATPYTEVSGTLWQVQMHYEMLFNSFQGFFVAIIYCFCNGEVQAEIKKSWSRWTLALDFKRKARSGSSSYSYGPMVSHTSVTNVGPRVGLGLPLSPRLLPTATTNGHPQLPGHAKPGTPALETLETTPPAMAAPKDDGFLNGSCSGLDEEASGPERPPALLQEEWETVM
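HEK-293-derived GP2 cells expressing PTHR1 and a GloSensor cAMP reporter, 3,000/well, plated overnight, given luciferin plus IBMX (each 0.5 mM as added) for 1 h at 37 °C, then compound for 1 h at 37 °C. Luminescence was read after 15 min at room temperature.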
FUS suppressor = qHTS for Suppressors of FUS Proteinopathy: Primary screen using FUS-linked yeast assay | S. cerevisiae FUS-expressing, growth rescue, OD600, 24 h | Potency, µM (doses to about 76.6 µM), inactives show top-dose growth rescue (activation), usual class: activators | 390,000 tested, 0.24% active;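 further: potency means the concentration at half of the fitted maximal effect; plate controls were DMSO vehicle for no effect and reference control for full effect; nearly all actives have a fitted effect of over 55% in size; some results filed as inactive show a strong effect at the top dose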
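Steps: raffinose overnight preculture; dilution to OD 0.005 in 2% galactose minimal medium; compound addition (concentration series); 24hr at 30C, 99% humidity; absorbance read at 600 nm.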
GLP1R cytotox = qHTS of GLP-1 Receptor Inverse Agonists: Cytotox Screen; HEK293 cAMP-luciferase reporter cells, luminescence, 24 h; Potency, µM (highest dose often 38.3 µM), for inactives: top-dose activity change, negative = inhibition, actives largely listed as inhibitors; 410,000 tested, 0.13% active;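 further: loss of luciferase light is scored as toxicity; potency means the concentration at half of the fitted maximal effect; on the % scale 0 is the no-effect control and ±100 the full control effect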
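Quantitative HTS format, 1536 wells, 200 cells/uL seeded. Compounds: 23 nL, 24 h, 37 °C. Detection: luciferase reagent, luminescence at 12 min RT; decreased signal taken as cytotoxic.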
Abeta rescue = qHTS for compounds that reverse cellular toxicity of Amyloid beta (A-beta) peptide in yeast: Primary Screen | yeast expressing A-beta42, growth rescue, OD600, 48 h; response scale: 0% DMSO, 100% iron-clioquinol control | Potency, µM (titrated, usually from 46.1 µM), inactives show at the highest dose growth rescue, most hits filed as activators | 410,000 tested, 0.063% active; further: potency means the concentration at half of the fitted maximal effect; nearly all actives have a fitted effect of over 55% in size
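Growth rescue measured by 600 nm absorbance after 48 h yeast culture at 30 C with compound. Values normalized between DMSO and an equimolar ferric chloride plus clioquinol control.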
aSyn yeast inh = qHTS of alpha-syn Inhibitors; 370,000 tested, 0.14% active; Yeast expressing alpha-synuclein, growth rescue, BacTiter-Glo, 24 h; Potency, µM (highest dose often 46.1 µM), inactives show at the top dose growth rescue (activation), actives largely listed as activators; further: potency means the concentration at half of the fitted maximal effect; % of control where 0% means no effect; nearly all actives have a fitted effect of over 65% in size
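Screening used galactose-induced yeast with toxic alpha-synuclein levels, exposed to compound for 24 hr at 30 deg C. Cell growth, read with BacTiter-Glo luminescence, gave the measured signal.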
pAkt inh = HTS Assay for Inhibitors of Akt Phophorylation: Primary Screen. Neuro2A IGF-stimulated pAkt S473 HTRF, 20 min; active compounds read low. activity change, % for hits at 50 µM. 360,000 tested, 0.32% active. AID 651550, 2012; in the data active means activity change below about -80%; inconclusive means mostly about -51% to -80%; further: on the % scale 0 is the no-effect control and ±100 the full control effect
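Neuro2A cells (4,500/well, DMEM with 0.5% FBS) were treated with compound at a single 50 µM final concentration, stimulated with 6 nM IGF for 20 min at 37 °C, and lysed. Phospho-Akt Ser473 was read by HTRF as 665/615 ratio ×10^4.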
GLP1R inv ag = qHTS of GLP-1 Receptor Inverse Agonists (Inhibition Mode); Glucagon-like peptide 1 receptor (Homo sapiens), P43220; HEK293 GLP-1R CRE-luciferase, luminescence, 24 h; GLP-1R form is constitutively active; Potency, µM (highest dose often 38.3 µM), for inactives: at the top dose activity change, negative = inhibition, most hits filed as inhibitors; 410,000 tested, 1.6% active; AID 624417, 2012; further: potency means the concentration at half of the fitted maximal effect; on the % scale 0 is the no-effect control and ±100 the full control effect; nearly all actives have a fitted effect of over 55% in size
Target sequence (P43220 whole entry, looked up): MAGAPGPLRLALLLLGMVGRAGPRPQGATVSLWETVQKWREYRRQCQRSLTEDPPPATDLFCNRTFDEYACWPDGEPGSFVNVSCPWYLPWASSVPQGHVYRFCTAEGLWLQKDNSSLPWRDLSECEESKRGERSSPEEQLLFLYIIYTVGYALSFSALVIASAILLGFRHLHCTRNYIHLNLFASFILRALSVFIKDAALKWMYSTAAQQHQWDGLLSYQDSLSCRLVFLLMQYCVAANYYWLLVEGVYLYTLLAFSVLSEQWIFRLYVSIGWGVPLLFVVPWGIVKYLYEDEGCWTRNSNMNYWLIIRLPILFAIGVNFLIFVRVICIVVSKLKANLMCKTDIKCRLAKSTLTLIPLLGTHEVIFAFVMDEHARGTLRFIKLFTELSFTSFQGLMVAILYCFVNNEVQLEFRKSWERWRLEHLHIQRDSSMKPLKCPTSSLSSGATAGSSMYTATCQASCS
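Assay principle: reduced luminescence from a cAMP-responsive reporter in HEK293 cells co-expressing a constitutively active GLP-1R. Conditions: 24 hr compound incubation, 37 deg C, 5% CO2.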
MmCpn inh = Inhibitors of TCP-1 ring complex (TRiC) of Methanococcus maripaludis (MmCpn): qHTS; Chaperonin Mm-Cpn (Methanococcus maripaludis); 330,000 tested, 0.031% active; Potency, µM (doses to about 76.9 µM), for the others: at the highest dose activity, negative = inhibition, hits mostly inhibitors; purified Mm-Cpn ATPase, ADP Transcreener TR-FRET; AID 504842, 2011; further: potency means the concentration at half of the fitted maximal effect; on the % scale 0 is the no-effect control and ±100 the full control effect; nearly all actives have a fitted effect of over 80% in size
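ATP (10 uM final) was added to archaeal chaperonin (25 nM final) after 10 min exposure to test compound at 37°C; after 30 min further incubation, ADP was detected by competitive TR-FRET.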
* hit, by the source's call; i = inactive; ? = inconclusive; / = not tested or not shown; [ ] = dose if it differs, or a comment. Unless noted, the call rests on the fitted dose curve; in most records, active means well fitted curve in the direction sought with a large enough effect; inconclusive means small, poorly fitted or top-dose-only effect, or another doubt; inactive means no such curve, though single readings can be large; an effect the other way counts as inactive or inconclusive. Only part of the results is shown. The share of hits here may be higher or lower than overall.

SMILES | TDP43 rescue | PTHR1 ag | FUS suppressor | GLP1R cytotox | Abeta rescue | aSyn yeast inh | pAkt inh | GLP1R inv ag | MmCpn inh
CCOC(=O)c1ccc(-c2ccc(N3C(c4cccc(OC)c4)=Cc4ccc(F)cc4C3CC(C)=O)cc2)cc1F (configuration not stated) | 3% | 3% | ? | 14% | -4% | -7% | i | 30% | /
Cc1ccc(Cl)c(OCC(=O)Nc2ccc3c(c2)OCCO3)c1 | 4% | -32%[inhibitor] | -3% | -14% | 4% | 0% | i | 0% | -4%
C=CCN1C(=S)CC(c2ccccc2)=Nc2ccccc21 | ? | -28% | 42% | -16% | 11% | -15% | i | ? | -2%
Cc1ccc(NC(=O)Cn2c(-c3ccc4c(c3)OCO4)cn(-c3ccccc3)c2=O)cc1C | -12% | i | -1% | 0% | -3% | / | / | 0% | /
C(=N\N1CCN(c2ccccc2)CC1)/c1ccccc1 | 23% | -9% | -7% | -14%[7.66 µM] | -3% | 3% | i | -3%[7.66 µM] | -10%
Cc1ccc(-c2noc(CCC(=O)NC3CCCC3)n2)cc1 | 27% | -1% | 0% | 16% | -5% | 1% | i | -6% | 0%
CN(CCNC(=O)CN1C(=O)CSc2ccc(S(=O)(=O)N3CCCC3)cc21)Cc1ccccc1 | -1% | i | 0% | -4% | -8% | 1% | i | ? | -1%
O=C(CCN1C(=O)/C(=C/c2ccc(F)cc2)SC1=S)NC1C=CS(=O)(=O)C1 (configuration not stated) | 15% | -3% | -10% | 19% | -4% | 0% | / | -3% | 2%
COc1cc2ccccc2cc1C(=O)Nc1cc(C)ccn1 | 0% | -14% | 12% | 5% | -1% | -7% | i | ? | 1%
Cc1ccccc1OCCCCn1c(CCNC(=O)C(C)(C)C)nc2ccccc21 | 15% | -26% | 19% | 11% | ? | / | / | ? | /
C#CCSc1nnnn1-c1ccc(OCC)cc1 | ? | -1% | -5% | -3% | -17% | 12% | i | -11% | 1%
CC1(C)CC(=O)N(c2ccc(Cl)cc2Cl)C(=O)C1 | 19% | i | 26% | 3% | -10% | 1% | i | -7% | ?
Fc1ccccc1CSc1nncn1NC/C=C/c1ccccc1 | 24% | -61%[inhibitor][57.5 µM] | 17% | 0% | 25% | 0% | i | ? | 2%
Oc1ccccc1-c1cc(C(F)(F)C(F)F)nc(-c2ccccc2)n1 | -2% | i | 5% | 2% | 14% | -1% | i | 8% | 1%
Cc1ccc(Cl)cc1NC(=O)c1ccc(NC(=O)N2CCSc3ncccc32)cc1 | 15% | -25% | 12% | 1% | 16% | / | / | 2% | /
CC(=O)NCC(=O)OCC(=O)N1c2ccccc2Sc2ccccc21 | -6% | -8% | 22% | 7% | -14% | -6% | i | -7% | -4%
CCc1ccccc1NC(=O)N1CCc2ccccc21 | 13% | -3% | -25% | -31% | 14% | 10% | i | -24% | -1%
CCOC(=O)c1cc2c(=O)n3ccccc3nc2n(CC(C)C)c1=NC(=O)c1ccco1 | 27% | -11% | 31% | 173%[activator] | -1% | -1% | i | 30% | -1%
CCCCSc1nc2sc3c(c2c(=O)n1-c1ccccc1)CCN(C)C3 | 11% | -24% | 15% | -5% | -14% | 14% | i | ? | -12%
CCCCCC(=O)Nc1ccc(C(=O)COC(=O)c2ccccn2)cc1 | -12% | -32%[inhibitor] | 17% | -2% | 5% | 4% | i | 10% | -8%
Cc1cc(C)c(S(=O)(=O)ON2C(=O)c3ccccc3C2=O)cc1C | ? | -24% | / | ? | -23% | -70%[inhibitor] | i | 5% | -8%
CC(C)(Oc1ccc(Cl)cc1)C(=O)NC1CCSC1=O (configuration not stated) | -8% | i | 6% | 11% | 15% | 0% | i | 5% | 2%
COc1cccc(C(=O)NN2CCOCC2)c1 | -7% | -23% | -4% | 7% | -2% | -10% | i | 11% | /
CNC(=O)c1ccc(NC(=O)Cc2ccc(S(=O)(=O)N3CCOCC3)s2)cc1 | -16% | i | -2% | -6% | 4% | 1% | i | 41%[activator] | 3%
CCCSc1nc(-n2ncc(C#N)c2N)c2c3c(sc2n1)CCC(C)C3 (configuration not stated) | -22% | -21%[57.5 µM] | 37% | 13% | -5% | 0% | i | 2% | -7%
CCc1ccc(CNC(=O)C2CCN(c3nc4ccccc4nc3C(F)(F)F)CC2)cc1 | 14% | i | -5% | 6% | 0% | / | / | 3% | /
COc1cc(CCN=Cc2cc(Cl)cc(Cl)c2O)c([N+](=O)[O-])cc1OC | -10% | i | -11% | 4% | -23% | -8% | i | 15% | /
O=C(Nc1ccc(NC(=O)c2ccco2)nc1)c1cccnc1 | 14% | i | 22% | -7% | 16% | 3% | i | -28% | -6%
COc1ccccc1NC(=O)COC(=O)c1c(NC(C)=O)sc(C)c1C | 22% | -14% | 3% | 2% | 9% | 0% | i | 1% | /
COCCNC(=O)C1CC2Cn3c(nc4cc(C)c(C)cc43)C2N1C (configuration not stated) | -8% | -2% | -16% | 3% | 0% | -3% | i | -16% | 0%
Cc1ccc(C)c(SCC(=O)Nc2oc(C)c3c(C)n[nH]c(=O)c23)c1 | 12% | i | -6% | 1% | 13% | -1% | i | 2% | -3%
O=C(Nc1cccc([N+](=O)[O-])c1)Nc1cccc([N+](=O)[O-])c1 | -17%[0.397 µM] | i | -2% | -19% | -24% | -3% | i | ? | ?
CC(=O)c1cccc(NC(=O)c2cc3ccccn3n2)c1 | 3% | -29% | -19% | -4% | -30%[inhibitor] | -5% | i | -11% | 1%
CC(C)CCN(N=O)[C@@H](Cc1ccccc1)CN(N=O)[C@@H](Cc1ccccc1)CN(C)N=O | 11% | i | 34% | -3% | 4% | 4% | i | -69% | /
COc1cc2c3c(n(C)c(=O)c2cc1OC)-c1cc2c(cc1C3=O)OCO2 | 23% | i | / | -25% | -6% | -1% | i | 32%[activator] | /
Cc1ccc(NC(=O)NNC(=O)COc2ccc(Cl)cc2)cc1 | 5% | i | -13% | 3% | -9% | 0% | i | 18% | /
C/C(Cc1ccccc1)=N\NC(=O)c1cccnc1 | -1% | i | / | -7% | 8% | -4% | i | -9% | -4%
CC(=O)c1cccc(NC(=O)N2CC(C)OC(C)C2)c1 (configuration not stated) | -5% | i | 14% | 12% | 1% | 3% | i | 9% | 1%
COc1ccc(C(=O)NCC(=O)OCc2csc(-c3ccccc3)n2)cc1 | 18% | i | / | -3% | 2% | -3% | i | 10% | -5%
COCCNC(=O)C(=O)NNC(=O)COc1ccc(OC)cc1 | -1% | i | -15% | -2% | -4% | -2% | i | 7% | -1%
CC(/C=C/c1ccc2c(c1)OCO2)=N\NC(=O)c1cccc([N+](=O)[O-])c1 | -12% | 13%[57.5 µM] | 4% | 0% | 11% | -10% | i | 0% | 2%
Cc1sc2ncn(CC(=O)NCC3COc4ccccc4O3)c(=O)c2c1S(=O)(=O)N1CCOCC1 (configuration not stated) | -11% | -2% | 15% | -2% | 14% | -4% | i | 3% | 2%
N#C/C(=C\N1CCCCC1)S(=O)(=O)c1ccc(Cl)cc1 | -17% | -6% | -15% | -5% | -10% | 12% | i | -7% | 0%
c1ccc2[nH]c(CSc3nccs3)nc2c1 | 1% | -5%[57.5 µM] | 10% | 6% | 12% | 1% | i | 28% | -1%
Nc1nc(SCc2ccccc2Cl)nc2nc3c(cc12)CCCC3 | -10% | i | 2% | -1% | 1% | -13% | i | 0% | -3%
CC1(C)NC(=O)N(CC(=O)OCc2cc(=O)n3cc(Br)ccc3n2)C1=O | -24% | -28% | 6% | -1%[7.66 µM] | 4% | 1% | i | 5%[7.66 µM] | 0%
CC(c1ccccc1)C(CC(=O)O)C(=O)NC1CCCCC1 (configuration not stated) | 20% | i | -10% | -56% | 5% | 7% | i | 1% | -1%
Cc1cccc(C(=O)NCC(=O)OCC(=O)c2ccc(Cl)s2)c1 | 2% | -1% | -5% | -6% | 7% | 15% | i | 15% | 1%
CC1CN(C(=S)Nc2ccc(Br)cc2Cl)CC(C)O1 (configuration not stated) | 21% | -8% | / | 8% | 0% | -2% | i | ? | -4%
Cc1cccc(N=Cc2[nH]c3ccc(Br)c(Cl)c3c2O)c1 | ? | -66%[inhibitor] | -12% | -13% | 1% | 11% | i | 19% | -1%

4 entries already listed, arranged by count of non-hydrogen atoms, lowest first:
SMILES | TDP43 rescue | PTHR1 ag | FUS suppressor | GLP1R cytotox | Abeta rescue | aSyn yeast inh | pAkt inh | GLP1R inv ag | MmCpn inh
CC1CN(C(=S)Nc2ccc(Br)cc2Cl)CC(C)O1 (configuration not stated) | 21% | -8% | / | 8% | 0% | -2% | i | ? | -4%
CC(c1ccccc1)C(CC(=O)O)C(=O)NC1CCCCC1 (configuration not stated) | 20% | i | -10% | -56% | 5% | 7% | i | 1% | -1%
Nc1nc(SCc2ccccc2Cl)nc2nc3c(cc12)CCCC3 | -10% | i | 2% | -1% | 1% | -13% | i | 0% | -3%
CC1(C)NC(=O)N(CC(=O)OCc2cc(=O)n3cc(Br)ccc3n2)C1=O | -24% | -28% | 6% | -1%[7.66 µM] | 4% | 1% | i | 5%[7.66 µM] | 0%

From PubChem
